Source: PubChem (Sanford-Burnham Center for Chemical Genomics)
EBI2 block: EBI2 receptor antagonists, beta-arrestin recruitment, primary screen, cell-based, luminescence, 7a,25-OHC stimulation, uHTS; G-protein coupled receptor 183 (Homo sapiens), P32249; AID 651636, 2012; hit rate 0.81% among 360,000; 7a,25-OHC stimulated; inhibition, % at 5 µM; in the data active means inhibition above about 38%;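 further: enzyme fragment complementation signal reports receptor beta-arrestin coupling in cells; 0% = agonist plus DMSO wells and 100% = wells without agonist; some results beyond the cut were filed as inactive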
Target sequence (P32249 whole entry, looked up, the tested form may be a part): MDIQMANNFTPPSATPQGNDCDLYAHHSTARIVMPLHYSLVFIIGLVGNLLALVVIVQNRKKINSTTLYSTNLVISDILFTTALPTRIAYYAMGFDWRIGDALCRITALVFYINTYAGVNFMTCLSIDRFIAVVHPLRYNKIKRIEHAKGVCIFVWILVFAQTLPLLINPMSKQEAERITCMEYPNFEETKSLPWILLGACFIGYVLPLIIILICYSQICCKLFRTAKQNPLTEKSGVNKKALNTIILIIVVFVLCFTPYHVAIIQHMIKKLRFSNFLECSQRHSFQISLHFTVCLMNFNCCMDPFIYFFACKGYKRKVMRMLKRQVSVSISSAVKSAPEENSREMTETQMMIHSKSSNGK
UBC13 polyUb: UBC13 polyubiquitin chain formation inhibitors, primary screen, biochemical, TR-FRET, uHTS. AID 485273, 2010. hit rate 0.47% among 330,000. Ubiquitin-conjugating enzyme E2 N (Homo sapiens), P61088. inhibition, % at 20 µM; in the data active means inhibition above about 45%, passing the limit was not always enough
Target sequence (P61088 whole entry, looked up): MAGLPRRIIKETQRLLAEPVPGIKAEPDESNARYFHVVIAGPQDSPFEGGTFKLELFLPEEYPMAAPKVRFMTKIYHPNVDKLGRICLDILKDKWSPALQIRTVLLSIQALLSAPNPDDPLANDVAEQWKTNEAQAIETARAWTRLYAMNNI
CCR6 antagonist: CCR6 receptor antagonists, primary screen, cell-based, CHO-K1, luminescence, beta-arrestin, uHTS. inhibition, % at 20 µM. hit rate 0.49% among 340,000. CHO-K1 CCR6 PathHunter beta-arrestin, CCL20-stimulated. C-C chemokine receptor type 6 (Homo sapiens), P51684;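 active means compounds whose inhibition of the agonist-driven luminescence signal at 20 µM reaches about 50%, limit read from the data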;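 further: cells stimulated with CCL20 at 14 nM final; plate controls were DMSO with CCL20 for no effect and DMSO without agonist for full effect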
SENP8 inh: SENP8 protease inhibitors, primary screen, biochemical, luminescence. hit rate 1.2% among 330,000. Sentrin-specific protease 8 (Homo sapiens), Q96LD8. purified SENP8, Z-RLRGG-aminoluciferin cleavage. inhibition, % at 10 µM
Target sequence (Q96LD8 whole entry, looked up): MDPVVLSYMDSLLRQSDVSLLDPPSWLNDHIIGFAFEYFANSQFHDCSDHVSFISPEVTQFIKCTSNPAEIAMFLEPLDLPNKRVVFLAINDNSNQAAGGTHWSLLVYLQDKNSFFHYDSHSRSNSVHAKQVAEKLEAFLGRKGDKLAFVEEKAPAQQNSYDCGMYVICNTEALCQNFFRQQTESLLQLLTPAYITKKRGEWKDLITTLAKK
Gli-Sufu antag: Gli-Sufu pathway antagonists, primary screen, luciferase luminescence, Sufu-KO-LIGHT cells, uHTS; AID 588413, 2011; Sufu-KO-LIGHT fibroblasts, Gli luciferase reporter luminescence; hit rate 0.74% among 340,000; inhibition, % at 5 µM;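 active means inhibition above about 55%, limit read from the data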;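 further: 0% = DMSO-treated cells and 100% = wells with medium but no cells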
697 NFkB inh: inhibitors of PMA/ionomycin-induced NF-kB reporter, 697 cells, primary screen, B-cell NF-kB inhibitor project, cell-based, luminescence, uHTS; 697 B-cell NF-kB luciferase reporter, 16 h; inhibition, % at 4 µM; hit rate 0.33% among 330,000; AID 435022, 2010; in the data active means inhibition above about 35%
Jurkat NFkB inh: inhibitors of induced NF-kB luciferase reporter, primary screen, TCR NF-kB activation inhibitor project, cell-based, luminescence, uHTS | Jurkat, PMA/ionomycin-induced NF-kB luciferase reporter | inhibition, % at 4 µM | hit rate 0.53% among 330,000 | AID 435003, 2010
Apaf1 inhib: inhibitors of human Apaf-1 apoptosome, primary screen, biochemical, DEVD-Rh110 fluorescence, uHTS; Apoptotic protease-activating factor 1 (Homo sapiens), O14727; reconstituted apoptosome caspase-3 activity; inhibition, % at 20 µM; hit rate 0.71% among 330,000; AID 489030, 2010; active means inhibition of at least 40% at 20 µM;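 further: plate controls were DMSO wells for no effect and DEVD-CHO caspase inhibitor wells for full effect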
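Material: biochemical Apaf-1 apoptosome reconstitution. Medium: Hepes buffer, pH 7.5. Also added: cytochrome c activation, bis-DEVD rhodamine 110 substrate. Timing: 30 min compound preincubation, 50 min activation, room temperature. Measured by: rhodamine 110 fluorescence at Ex 480/Em 540 nm.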
Starred values were filed as active, the others as inactive; . = no result given. Unless noted, no stated cut-off is given here; in the data, active means inhibition above about 50%; inactive means the rest. A portion of the library (hit frequency here may not be typical).

SMILES	EBI2 block	UBC13 polyUb	CCR6 antagonist	SENP8 inh	Gli-Sufu antag	697 NFkB inh	Jurkat NFkB inh	Apaf1 inhib
COc1ccc(C(=O)O/N=C/c2ccc(S(=O)(=O)c3ccc(Cl)cc3)nc2)cc1	-5	-16	4	-1	-4	12	-6	-5
CCCSC1=NN2CCCC(=O)N=C2S1	-7	-5	4	4	.	-4	-5	-1
COc1ccc(Cn2nc(C)n(N(C)c3ncc(C(F)(F)F)cc3Cl)c2=O)cc1	-4	3	13	-4	9	-5	6	2
COC(=O)c1cc(=O)cc(C(=O)OC)o1	-7	0	18	-7	-2	6	-4	-3
CCNc1nc(NC(C)(C)C)nc(N(CC)n2cnnc2)n1	-1	3	-11	-2	5	-5	-6	-10
CCOc1cc(Br)c(COc2ccc(C)nc2[N+](=O)[O-])cc1OCC	10	1	19	-1	-4	2	22	16
O=C(NCCc1ccc(Cl)cc1)C1CCN(S(=O)(=O)c2cccs2)CC1	27	2	12	-11	-21	5	-14	12
CC1CCc2sc(C(=O)NCCCn3ccnc3)cc2C1 (stereo not drawn)	0	-5	1	-6	10	-16	-4	1
OCCCc1nc2ccccc2n1CCCCOc1ccccc1	-1	3	2	-9	6	6	5	4
O=C(CN1CCC(n2nnc3ccccc32)CC1)NCc1cccs1	8	-1	4	6	5	5	0	1
CC(OC(=O)CNC(=O)c1ccc2ccccc2c1)C(=O)NC1CCCCC1C (stereo not drawn)	15	1	5	-2	-6	14	0	15
CCCCN(C(=O)c1ccc(C)cc1)c1c(N)n(CCC)c(=O)[nH]c1=O	-10	0	4	0	-8	6	6	-8
CCOC(=O)C1CCN(C(=O)c2ccc(Oc3cc(Cl)cc(Cl)c3)o2)CC1	-3	3	14	-8	0	-9	-2	10
O=C(NCc1ccccc1)c1ccc(=O)[nH]n1	-2	-1	-5	12	2	-2	-9	-2
Cc1ccc(F)cc1NC(=O)CN1CCN(Cc2ccccc2)CC1	-1	-1	12	0	5	4	-12	7
O=c1c2ccccc2[nH]c(=S)n1Cc1cccs1	7	10	13	3	0	4	-5	-9
CCc1ccc(OCCNC(=O)c2ccccc2SCc2ccccc2)cc1	18	1	19	1	6	-143	-35	30
CCN(CC)c1ccc(NC(=O)CSc2n[nH]c(-c3ccco3)n2)cc1	-7	-9	13	9	-8	-17	-2	8
CCN(c1ccc(C(=O)CN2C(=O)NC3(CCOc4ccccc43)C2=O)cc1)S(C)(=O)=O (stereo not drawn)	-3	-11	4	-10	2	-21	-20	2
CCOc1cc(/C=C2\C(=O)ON=C2C)ccc1OCc1ccccc1	6	-15	-19	-3	-10	20	-8	17
COc1ccccc1N(CC(=O)N/N=C(\C)c1ccccc1O)S(=O)(=O)c1ccc(C)cc1	-6	-10	22	7	35	8	8	18
COc1ccc(CCNC(=O)/C(C#N)=C2\N=C(NC(=O)c3ccco3)c3ccccc32)cc1	2	-18	4	0	1	-10	7	-6
COc1ccc(C(=O)Nc2ccc3c(c2)OCO3)cc1OC	2	2	-13	78*	-54	-15	-41	-1
COc1ccc(-n2c(COc3cccc4ccccc34)nnc2SCC(=O)NCc2ccco2)cc1	31	6	13	3	22	8	6	11
CC(=O)N[C@@H](Cc1c[nH]c2ccccc12)C(=O)NCc1ccccc1	-2	-5	20	-3	.	-12	-10	-18
CCOC(=O)c1c(-c2ccccc2)oc2ccc(O)c(CN3CCN(C)CC3)c12	-2	0	-9	-12	10	-80	23	28
COc1ccc(OC)c(NC(=O)c2cc3c(Cl)nc4ccccc4c3s2)c1	8	2	-1	-1	10	31	-1	-6
Cc1ccc2c(c1)nnn2C1CCN(CC(=O)N2CCN(c3ccc(F)cc3)CC2)CC1	-2	1	7	3	14	-5	13	-10
COc1ccc(O)c(C(=O)c2cnn(-c3ccccn3)c2)c1	-2	-1	9	-6	-7	-34	-20	6
CCCNC(=O)C1CC2Cn3c(nc4ccccc43)C2N1C (stereo not drawn)	-5	4	6	6	-6	-1	2	5
O=C(CSc1nc2ccccc2o1)NCc1n[nH]c(=O)c2ccccc12	2	7	2	-3	-14	-9	4	-9
Cc1cc(C)c(C)c(S(=O)(=O)N[C@@H](C)C(=O)OCc2cc(=O)n3cc(Br)ccc3n2)c1C	0	-4	-3	6	-5	1	20	1
O=C(Nc1ccc2nsnc2c1)C1CC1	0	34	4	1	-34	-21	-21	0
COc1ccc(/C=N\NC(=O)C2COc3ccccc3O2)cc1O (stereo not drawn)	2	-7	-6	6	-16	19	23	-5
O=C(Cc1ccccc1[N+](=O)[O-])NCc1ccco1	3	3	14	0	-10	6	-2	11
OCCC1CN(Cc2cccn2-c2ccccn2)CCN1Cc1ccccc1 (stereo not drawn)	2	4	13	-1	7	18	3	-23
COc1ccc(C(=O)COC(=O)[C@@H](NS(=O)(=O)c2ccccc2)C(C)C)cc1	11	8	8	8	-11	14	0	1
Cc1cc(C)n(C(=O)CN2C(=O)CCC2=O)n1	-1	-8	36	-12	5	-7	-3	-5
CCOc1cc(/C=N/NC(=O)C2CCCC2)ccc1O	1	-6	-8	-4	3	-30	-17	-2
CC(=O)Nc1ccc(S(=O)(=O)N(C)CC(=O)N/N=C/c2ccc(C(=O)O)cc2)cc1	-13	-8	-6	-10	-3	8	3	-6
OCC[C@H]1C[C@@H](O)[C@H](O)[C@@]2(CCCO2)O1	-4	8	9	2	0	20	14	-4
COc1ccc(CN2C3CCCC2CC(NC(=O)Nc2cccc(C)c2)C3)cc1 (stereo not drawn)	2	17	6	0	9	4	-1	4
O=C(Nc1cccc(Cl)c1)c1ccc(NCCCN2CCOCC2)c([N+](=O)[O-])c1	8	-16	28	-6	-1	10	-13	-11
O=C(N/N=C/c1cnc(N2CCCCC2)s1)c1ccc(C(F)(F)F)cc1	14	-7	-10	0	-15	-1	-3	5
Nc1cc(=O)nc(SCc2ccccc2)n1Cc1ccco1	-1	4	6	0	-14	18	1	-14
O=C(c1ccncc1)N(Cc1ccco1)Cc1cc2ccccc2[nH]c1=O	-8	7	-21	-12	4	6	15	-8
COc1ccc(-c2nnc(NC(=O)C3CCCO3)s2)cc1 (stereo not drawn)	-2	-7	-12	-13	-67	-38	-49	1
O=C([O-])c1ccccc1-[n+]1c(-c2ccccc2)cc(-c2ccccc2)cc1-c1ccccc1	3	11	1	23	-2	-25	-3	24
Cc1ccc(-c2c(C)sc(NC(=O)C3C4CCC(O4)C3C(=O)O)c2C(=O)OC(C)C)cc1 (stereo not drawn)	4	-15	-11	-1	-3	17	-3	8
COc1ccc(C(CCNCc2ccccc2)c2ccc(F)cc2)cc1 (stereo not drawn)	7	6	17	-10	23	6	-3	4
CSCCC(NS(=O)(=O)c1ccccc1)C(=O)Nc1nccs1 (stereo not drawn)	-7	2	9	-3	-6	16	-2	-6
O=[N+]([O-])c1ccc(-c2c(-c3ccccc3)ncc3cc(F)ccc23)cc1	-5	12	22	9	1	9	6	15
COc1ccc(/C=C/C(=O)OCC(=O)NC2CCCCC2C)c(OC)c1 (stereo not drawn)	16	-1	6	1	22	4	-16	8
COC(=O)c1cc(CNC(=O)c2sccc2-c2ccccc2)ccc1OC	-2	1	6	-11	11	-5	-11	14
O=C(NCC1CCCN1S(=O)(=O)c1cccs1)c1cccc(F)c1 (stereo not drawn)	1	4	2	-1	-2	-4	-8	11
COc1ccc(-n2c(C)cc(SC)c(C(C)=O)c2=S)cc1	-5	-9	23	3	4	-3	2	-16
CC(C)CSc1nc2ccccc2n1CC(=O)O	-1	1	2	1	-3	18	14	1
CCCNC(=O)c1ccc(OC)cc1OC	6	1	-7	3	-1	2	1	-1
Cn1cnnc1Sc1nc2c(c(=O)n(C)c(=O)n2C)n1C	.	8	-3	3	-1	-3	7	1
Cc1cccc(N(CC(=O)NC2CC3CCC2C3)S(=O)(=O)c2ccccc2)c1 (stereo not drawn)	-12	4	6	9	10	-2	10	9
O=[N+]([O-])c1ccc(OCCCCN2CCCCC2)cc1	-1	10	0	-9	12	11	-7	-2
Cc1ccc(S(=O)(=O)N2CCCOC2CNC(=O)C(=O)NCc2ccc3c(c2)OCO3)cc1 (stereo not drawn)	-2	-3	2	-6	2	-14	-13	7
O=C(NCc1ccccc1)/C(=C/c1ccco1)NC(=O)c1ccco1	-1	-20	-3	-8	-6	-28	-9	4

Entries listed so far containing a thiophene ring, fused or not, in the order listed:
SMILES	EBI2 block	UBC13 polyUb	CCR6 antagonist	SENP8 inh	Gli-Sufu antag	697 NFkB inh	Jurkat NFkB inh	Apaf1 inhib
O=C(NCCc1ccc(Cl)cc1)C1CCN(S(=O)(=O)c2cccs2)CC1	27	2	12	-11	-21	5	-14	12
CC1CCc2sc(C(=O)NCCCn3ccnc3)cc2C1 (stereo not drawn)	0	-5	1	-6	10	-16	-4	1
O=C(CN1CCC(n2nnc3ccccc32)CC1)NCc1cccs1	8	-1	4	6	5	5	0	1
O=c1c2ccccc2[nH]c(=S)n1Cc1cccs1	7	10	13	3	0	4	-5	-9
COc1ccc(OC)c(NC(=O)c2cc3c(Cl)nc4ccccc4c3s2)c1	8	2	-1	-1	10	31	-1	-6
Cc1ccc(-c2c(C)sc(NC(=O)C3C4CCC(O4)C3C(=O)O)c2C(=O)OC(C)C)cc1 (stereo not drawn)	4	-15	-11	-1	-3	17	-3	8
COC(=O)c1cc(CNC(=O)c2sccc2-c2ccccc2)ccc1OC	-2	1	6	-11	11	-5	-11	14
O=C(NCC1CCCN1S(=O)(=O)c1cccs1)c1cccc(F)c1 (stereo not drawn)	1	4	2	-1	-2	-4	-8	11
